Screens deposited in PubChem BioAssay by National Center for Advancing Translational Sciences (NCATS).
GPT2 inhibitor: inhibitors of human GPT2 alanine aminotransferase; Q8TD30; Recombinant GPT2, coupled pyruvate oxidase/HRP Amplex Red fluorescence; Potency, µM (top dose mostly 57.7 µM), without a hit: at the highest dose activity change, negative = inhibition, actives largely listed as inhibitors; actives 0.25% (n = 100,000); AID 1671188; further: potency means the concentration at half of the fitted maximal effect; nearly all actives have a fitted effect of over 60% in size; many of its hits are not listed in these tables
Target sequence (Q8TD30 whole entry, looked up): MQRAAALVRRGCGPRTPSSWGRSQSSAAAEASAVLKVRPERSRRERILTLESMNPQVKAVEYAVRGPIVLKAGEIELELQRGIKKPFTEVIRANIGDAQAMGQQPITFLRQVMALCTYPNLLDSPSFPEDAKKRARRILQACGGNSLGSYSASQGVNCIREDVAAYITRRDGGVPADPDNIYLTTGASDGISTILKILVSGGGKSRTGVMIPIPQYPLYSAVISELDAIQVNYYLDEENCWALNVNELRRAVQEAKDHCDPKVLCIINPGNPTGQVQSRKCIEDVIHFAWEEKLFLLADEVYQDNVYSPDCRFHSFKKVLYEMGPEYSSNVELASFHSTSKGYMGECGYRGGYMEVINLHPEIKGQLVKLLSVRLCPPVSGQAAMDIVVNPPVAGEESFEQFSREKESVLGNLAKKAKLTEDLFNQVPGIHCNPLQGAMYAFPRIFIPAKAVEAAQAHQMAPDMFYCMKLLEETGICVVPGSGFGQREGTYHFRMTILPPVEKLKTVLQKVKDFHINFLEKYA
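Fluorescence read-out: pyruvate from GPT2 turnover coupled to pyruvate oxidase, HRP and Amplex Red (0.2mM ThPP, 0.2U/mL PO and HRP, 50uM Amplex final). Substrates 250uM a-KG, 2mM L-alanine; enzyme 10ng/uL; 30 min RT.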
HEK cytotox: HEK 293 cell cytotoxicity; HEK 293 viability, ATP luminescence (CellTiter-Glo), 48-72 h; Potency, µM (top dose mostly 115 µM), for inactives: at the top dose activity change, negative = cytotoxicity, most hits filed as inhibitors; AID 1345083; actives 6.6% (n = 94,000); further: potency means the concentration at half of the fitted maximal effect; nearly all actives have a fitted effect of over 60% in size
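Cytotoxicity was scored by loss of ATP-coupled luminescence (CellTiter-Glo) in HEK 293 cells. Compound treatment ran 48 or 72 hr at 37 degree Celsius, 5% CO2, 95% humidity.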
SNCA expr inh: inhibitors of alpha-synuclein (SNCA) gene expression | HEK-293 SNCA-luciferase knock-in, luminescence, 24 h | Potency, µM (series often up to 57.2 µM), without a hit: top-dose activity change, negative = inhibition, most hits filed as inhibitors | actives 0.17% (n = 140,000) | AID 1671194;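 further: potency means the concentration at half of the fitted maximal effect; plate controls were DMSO cells for no effect and cell-free wells for full effect; nearly all actives have a fitted effect of over 45% in size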
IP6K1 inh: IP6K1 kinase inhibition; Q92551; IP6K1 kinase, ADP-Glo luminescence, 2 h; hits give low values; activity change, % (series mostly up to about 58 µM); actives 0.81% (n = 140,000); AID 1645851; in the data active means activity change below about -25%
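ADP-Glo luminescence measures ADP made by human IP6K1 during a 2 h RT reaction with ATP/IP6 (mix at 1.3 mM/130 uM); top library doses 57.5 and 19.1 uM final.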
FLuc inh: inhibitors of firefly (Photinus pyralis) luciferase; AID 1347043; P08659; actives 2.5% (n = 76,000); purified P. pyralis luciferase, luminescence, biochemical; Potency, µM (highest dose often 115 µM), for inactives: top-dose activity change, negative = inhibition, actives largely listed as inhibitors; further: potency means the concentration at half of the fitted maximal effect; nearly all actives have a fitted effect of over 65% in size
Target sequence (P08659 whole entry, looked up): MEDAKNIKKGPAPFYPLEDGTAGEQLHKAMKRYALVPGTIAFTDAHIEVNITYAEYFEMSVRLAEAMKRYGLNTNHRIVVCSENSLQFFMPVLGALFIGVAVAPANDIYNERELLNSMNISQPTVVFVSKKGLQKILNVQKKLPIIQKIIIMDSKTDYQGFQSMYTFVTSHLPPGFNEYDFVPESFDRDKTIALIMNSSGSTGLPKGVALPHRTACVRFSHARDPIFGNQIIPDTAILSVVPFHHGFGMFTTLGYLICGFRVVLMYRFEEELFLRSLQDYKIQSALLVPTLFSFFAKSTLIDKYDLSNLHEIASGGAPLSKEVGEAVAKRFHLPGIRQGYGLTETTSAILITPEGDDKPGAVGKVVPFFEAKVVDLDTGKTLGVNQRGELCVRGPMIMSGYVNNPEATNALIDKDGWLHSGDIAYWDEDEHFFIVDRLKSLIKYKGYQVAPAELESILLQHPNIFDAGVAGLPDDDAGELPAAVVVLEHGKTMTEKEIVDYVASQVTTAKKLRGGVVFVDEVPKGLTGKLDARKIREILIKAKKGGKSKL
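Cell-free enzyme assay, 10nM P. pyralis luciferase, luciferin and ATP each at 10uM. Inhibition profiled over a 6-point titration, read as luminescence.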
HEK293 viab: reduces viability of HEK-293 SNCA reporter cells; HEK-293-SNCA-luc viability, GF-AFC fluorescence, 24 h; actives 0.12% (n = 150,000); Potency, µM (top dose mostly 57.1 µM), for the others: at the highest dose activity change, negative = cytotoxicity, hits mostly cytotoxic;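 further: potency means the concentration at half of the fitted maximal effect; 0% = DMSO-treated cells and -100% = medium-only wells without cells; nearly all actives have a fitted effect of over 30% in size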
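Cytotoxicity counterscreen: after 24 h compound treatment of genome-edited SNCA-luciferase HEK-293 cells, live-cell protease substrate GF-AFC read by fluorescence after 30 min; activity scaled between DMSO (0%) and medium-only (-100%), curves Hill-fitted.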
NIH3T3 tox: NIH 3T3 cell cytotoxicity; NIH 3T3 viability, CellTiter-Glo ATP luminescence, 48-72 h; Potency, µM (series often up to 96.7 µM), for inactives: top-dose activity change, negative = cytotoxicity, usual class: inhibitors; actives 4.3% (n = 94,000); further: potency means the concentration at half of the fitted maximal effect; nearly all actives have a fitted effect of over 55% in size
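First NIH 3T3 cells are plated at 400 cells/well; next compound is pinned in; then plates incubate 48 or 72 hr at 37 °C; finally CellTiter-Glo is added and luminescence read after 10 min.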
Active calls of the source: *; i = inactive; ? = inconclusive; . = no result given; [ ] = remark or other dose. Unless noted, the call rests on the fitted dose curve; in most records, active means well fitted curve in the direction sought with a large enough effect; inconclusive means small, poorly fitted or top-dose-only effect, or another doubt; inactive means no such curve, though single readings can be large; an effect the other way counts as inactive or inconclusive. Unless noted, on the % scale 0 is the no-effect control and ±100 the full control effect. An excerpt; count on the stated rates, not on these rows.

SMILES	GPT2 inhibitor	HEK cytotox	SNCA expr inh	IP6K1 inh	FLuc inh	HEK293 viab	NIH3T3 tox
CC(C)(C)c1cc(C[C@H]2CNCC[C@H]2CC(=O)NC2CCCCC2)no1	-15.4%[88.5 µM]	-20.1%[172 µM]	11.3%[87.6 µM]	9.7	-10.3%[172 µM]	-1.7%[87.6 µM]	?
COc1ccc(C(=O)N2CCC(C(=O)N3CCC(N4CCCC4=O)CC3)CC2)cc1	-26.6%	i	-0.2%	5.8	.	?	-10.1%
Cc1cc(O)c(C(c2cccc(Cl)c2)N2CCN(c3ccccc3)CC2)c(=O)n1Cc1ccco1 (stereo not given)	.	.	0.9%	4.2	.	-6.5%	.
CCN1CCC(N(Cc2cccc(OC)c2)C(=O)Nc2ccc(C)cc2Cl)CC1	.	.	11.0%	-0.8	.	-2.6%	.
COC(=O)c1ccc(NC(=O)Cn2nc3c(cc2=O)CN(C(C)=O)CC3)cc1	-13.7%	?	?	12.0	-7.4%	3.8%	?
COc1ccc(F)cc1-c1ccc(CN2CCC(NC(=O)CN(C)C)C2)cc1 (stereo not given)	.	?	.	4.4	.	.	?
Cc1ccc(Cn2c(SCc3ccc(C(=O)N4CCCCCC4)cc3)nc3ccncc32)cc1	.	.	-2.3%	-8.3	.	?	.
COCc1nc(C2CCN(C(=O)c3ccco3)C2)no1 (stereo not given)	i	-5.7%	?	-6.2	3.3%	-1.7%	i
COc1ccc(C(=O)NC2CCN(C(=O)N3CC4CC(C3)[C@H]3CCCC(=O)N3C4)CC2)c(OC)c1 (stereo not given in full)	-4.2%	-6.6%	12.6%	23.5	0.6%	-0.6%	i
Cc1ccc(C)c(-c2cc3c(=O)n(CCNC(=O)Cc4ccsc4)ccn3n2)c1	-17.5%	?	-6.3%	6.4	-12.7%	-7.4%	?
O=C(c1cc(C2CC2)[nH]n1)N1CC(F)(F)C[C@H]1c1nc(C2CC2)no1	2.7%	-7.0%	-14.3%	0.7	1.8%	3.4%	-37.6%
Cc1cccc(Cn2c(CNS(=O)(=O)c3ccc(C(C)C)cc3)nc3cccnc32)c1	.	.	13.9%	2.0	.	-5.0%	.
O=C(NC1CC1)[C@@H]1C[C@H](Oc2cccnc2)CN1C(=O)c1nccc2ccccc12	i	1.5%	-5.9%	7.5	-8.1%	?	-5.4%
COc1ccc([S+](=O)([O-])c2nnn3c2nc(NC2CC2)c2ccccc23)cc1	1.9%	i	1.4%	6.1	.	-0.9%	-5.6%
COC(=O)c1ccc(NC(=O)C(C)Sc2nc(=O)cc(N)n2CCc2ccccc2)cc1 (stereo not given)	.	.	-13.9%	1.7	.	24.7%	.
COc1ccc(-c2cc(N3CCCN(C(=O)c4ccco4)CC3)n[nH]2)cc1	?	?	1.8%	-1.0	?	-10.0%	-9.5%
COc1ccccc1NC(=O)COC(=O)CC(C)(C)CC1=NS(=O)(=O)c2ccccc2N1	.	.	13.0%	2.6	.	-17.3%	.
CN(Cc1ccccc1)Cc1cn([C@H]2CO[C@H]3[C@@H]2OC[C@@H]3NCc2ccc(N(C)C)cc2)nn1	2.7%	-22.0%	-17.2%	-0.8	-2.5%	-7.4%	-16.0%
C=C(C)C(=O)OC1[C@@H]2C(=C)C(=O)O[C@@H]2C[C@@H](C)[C@@H]2C=CC(=O)[C@@]12C (stereo not given in full)	i	.	.	-7.5	.	?	.
CC(C)c1cc(C(=O)N[C@@H]2COCC[C@@H]2OCc2cscn2)cs1	-5.2%	-7.3%	?	7.0	0.0%	-11.9%	-1.0%
CCCNS(=O)(=O)c1cc(-c2nnc3c4ccccc4c(C)nn23)ccc1OC	.	.	0.5%	-7.0	.	-4.0%	.
CCOc1ccc(NC(=O)c2oc3ccccc3c2NC(=O)C2CCCCC2)cc1	.	.	11.1%	-1.7	.	-10.1%	.
Cc1cnc(C(=O)N2C[C@@H](COc3ccccc3)[C@H](C(N)=O)C2)cn1	3.2%	i	-9.3%	0.7	2.1%	1.4%	-0.6%
O=C1OC[C@@H]2CCN(CC3CCCCC3)Cc3ccc(F)cc3N12	i	-21.2%[172 µM]	14.4%[87.6 µM]	-8.5	-10.2%[172 µM]	2.9%[87.6 µM]	-18.9%[138 µM]
CN(C)C(=O)c1cccc2c1CCN2C(=O)c1ccc(F)cc1	3.2%	-1.0%	41.8%[activator]	4.0	-9.3%	1.9%	-0.5%
CC(=O)N1CCC(CC(=O)N2CC(c3nc(CCOc4cccc(C)c4)no3)C2)CC1	i	?	-2.8%	15.8	.	17.3%	-17.5%
O=C(NC1CCCN(c2cc(-c3ccccc3)[nH]n2)C1)c1ccccc1Cl (stereo not given)	-17.0%	?	73.0%[activator]	32.6	?	-7.5%	?
O=C(c1ccc2ncccc2c1)N1CCCCCC1c1nnc(-c2ccccc2)o1 (stereo not given)	0.2%	?	13.6%	-7.4	4.4%	-18.2%	?
COc1ccc(C(=O)Nc2nnc(S(=O)(=O)N3CCN(c4ccc(C)cc4)CC3)s2)cc1	.	.	-18.4%	4.3	.	-13.6%	.
CC(=O)NCCNC[C@@H]1C=C(C)[C@H](Cc2nnc(-c3ccc(C)cc3)o2)C[C@H]1C(C)C	-16.8%[88.5 µM]	56.2µM*	-23.9%[87.6 µM]	-6.5	-12.4%[172 µM]	-28.8%[87.6 µM]	39.8µM*
CCOCCCNC(=O)C1Cn2cccc2C(=O)N1 (stereo not given)	i	i	8.4%	10.3	-6.9%	9.9%	-0.4%
CCc1c(C)nc2nncn2c1Nc1ccc(Cl)cc1	.	.	-8.9%	-7.0	.	10.9%	.
O=C(NCc1ccccc1Cl)c1nc2sccn2c1-c1cccnc1	-10.3%[88.5 µM]	?	-1.5%[87.6 µM]	1.3	.	6.4%[87.6 µM]	?
Cc1ccc(N2CCN(C(=O)c3c(C)oc4ncn(CC(C)C)c(=O)c34)CC2)c(C)c1	.	.	1.3%	32.7	.	-4.4%	.
O=C(CSc1c2c(nc3cc(Cl)ccc13)CCCC2)N1CCN(c2ccccc2F)CC1	.	.	-37.2%	3.8	.	-27.0%	.
COc1ccc(Cl)cc1NC(=O)C1CCN(S(=O)(=O)c2ccc3c(c2)CC(C)N3C(C)=O)CC1 (stereo not given)	.	.	12.2%	10.7	.	1.8%	.
Cn1sc(=O)n(Cc2ccccc2)c1=O	?	.	.	-83.1*	.	?	.
N#Cc1ccc(C(=O)N2CCC3(CC2)NC(=O)N(Cc2ccccc2Cl)C3=O)cc1	-3.9%	?	3.9%	-12.7	3.8%	0.7%	-21.5%
CCOC(=O)c1c(C)[nH]c(C)c1S(=O)(=O)N1CCC(C(=O)N2CCN(c3cccc(C)c3)C(C)C2)CC1 (stereo not given)	.	.	?	1.4	.	0.4%	.
COC1CCN(c2ccc(C(=O)N3CCC(N4CCOCC4)CC3)cn2)CC1	i	-18.3%	14.3%	5.9	2.5%	3.6%	-4.6%
COc1cc(CNCCOc2ccccc2)ccc1OCC(O)CN1CCOCC1 (stereo not given)	1.0%	?	?	2.7	-2.3%	-10.6%	-20.8%
CCOc1cc2c(cc1OCC)C(CC(=O)OC)N(C(=O)Nc1cc(C)cc(C)c1)CC2 (stereo not given)	.	.	150.1%[activator]	-5.2	.	1.2%	.
CC(C)n1cnnc1CC1CCN(S(=O)(=O)c2ccc3c(c2)CCC3)C1 (stereo not given)	i	-12.3%	30.6%[activator]	6.2	.	-1.6%	-22.3%
COc1ccc(CCNC(=O)c2ccc3c(c2)N(C)C2CCCCN2C3=O)cc1OC (stereo not given)	i	?	-12.2%	1.2	-10.3%	17.3%[12.5 µM]	?
O=C(Nc1ccc([C@H]2OCC(=O)N(Cc3ccccc3)[C@@H]2CO)cc1)C1CCOCC1	i	?	-15.3%[87.6 µM]	-0.6	4.0%[172 µM]	-8.0%[87.6 µM]	?

Given with each value named: entries from further up.
compound: CCc1c(C)nc2nncn2c1Nc1ccc(Cl)cc1
  GPT2 inhibitor: .
  HEK cytotox: .
  SNCA expr inh: -8.9%
  IP6K1 inh: -7.0
  FLuc inh: .
  HEK293 viab: 10.9%
  NIH3T3 tox: .

compound: O=C(NCc1ccccc1Cl)c1nc2sccn2c1-c1cccnc1
  GPT2 inhibitor: -10.3%[88.5 µM]
  HEK cytotox: ?
  SNCA expr inh: -1.5%[87.6 µM]
  IP6K1 inh: 1.3
  FLuc inh: .
  HEK293 viab: 6.4%[87.6 µM]
  NIH3T3 tox: ?

Following part
SMILES	GPT2 inhibitor	HEK cytotox	SNCA expr inh	IP6K1 inh	FLuc inh	HEK293 viab	NIH3T3 tox
CCCC(=O)Nc1cccc(C(=O)NC(C(=O)O)c2c(C)n[nH]c2C)c1 (stereo not given)	-12.0%[11.5 µM]	i	13.5%	0.7	-1.0%	-11.4%	i
O=C(NCc1ccccc1Cl)C1CCN(c2cnc3nccnc3c2)CC1	-1.1%	-1.5%	2.4%	-3.1	0.8%	2.5%	i
O=C(Nc1ccccc1)N1CCC(F)(c2nc(Cc3ccccc3)no2)CC1	?	?	48.3%[activator]	21.3	.	5.0%	?
CC1CCCN(C(=O)CCN2CCN(CCc3ccccc3)CC2)C1 (stereo not given)	-7.9%[11.5 µM]	-9.6%	-8.1%	5.0	2.0%	-1.7%	-23.3%
CC1CCCCN1CCCOC(=O)c1ccc(OC2CCCCC2)cc1 (stereo not given)	i	.	19.8%[25.6 µM]	16.2	.	12.5%[23.9 µM]	.
COc1ccc(S(=O)(=O)NCCc2csc3nc(-c4ccc(OC)c(OC)c4)nn23)cc1C	.	.	1.1%	-0.1	.	?	.
CCc1cccc(-n2nnc(-c3nsc(NC(=O)c4cccc(OC)c4)n3)c2C)c1	.	.	-25.1%	-3.3	.	-3.4%	.
O=C(CCc1nc2ccccc2s1)N1CCN(C(=O)N2CC3CC(C2)[C@H]2CCCC(=O)N2C3)CC1 (stereo not given in full)	-9.7%	1.2%	8.2%	9.3	0.0%	2.6%	-13.4%
O=C(Nc1ccc(Cl)nc1)c1cc2cccnn2n1	i	-25.5%[172 µM]	73.2%[activator][87.6 µM]	8.3	?	-2.5%[87.6 µM]	-24.7%[138 µM]
COc1ccc2cc(CNc3ccccc3)c(=O)n(CC(=O)Nc3ccc(C(C)=O)cc3)c2c1	.	.	-13.2%	-9.8	.	?	.
Cc1ccc2[nH]c(=O)c(CCC(=O)NCc3ccncc3)cc2c1	i	-4.4%	-17.3%	29.4	-3.6%	1.7%	i
COc1ccc(NC(=O)O[C@@H]2CC[C@]3(C)C(CC[C@@H](O)[C@H]3CC(=O)NCc3ccccc3OC)[C@]2(C)CO)cc1 (stereo not given in full)	4.6%	?	-17.1%	-2.6	-6.1%	2.3%	-29.4%
Cc1noc(-c2ccc(N3CCCCC3)c([N+](=O)[O-])c2)n1	.	.	233.6%[activator]	-6.2	.	-14.1%	.
